# APJ antagonist: antagonists of human APJ apelin receptor; 330,000 tested, 0.32% active; inhibition, % at 20 µM; P35414; CHO-K1 APJ beta-arrestin complementation, luminescence;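 active = inhibition above about 40% at 20 µM, limit read from the data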;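 note: cells challenged with 10 nM apelin-13 agonist together with compound; plate controls were apelin-13 plus DMSO wells for no effect and DMSO wells lacking apelin-13 for full effect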
# Target sequence (P35414 whole entry, looked up): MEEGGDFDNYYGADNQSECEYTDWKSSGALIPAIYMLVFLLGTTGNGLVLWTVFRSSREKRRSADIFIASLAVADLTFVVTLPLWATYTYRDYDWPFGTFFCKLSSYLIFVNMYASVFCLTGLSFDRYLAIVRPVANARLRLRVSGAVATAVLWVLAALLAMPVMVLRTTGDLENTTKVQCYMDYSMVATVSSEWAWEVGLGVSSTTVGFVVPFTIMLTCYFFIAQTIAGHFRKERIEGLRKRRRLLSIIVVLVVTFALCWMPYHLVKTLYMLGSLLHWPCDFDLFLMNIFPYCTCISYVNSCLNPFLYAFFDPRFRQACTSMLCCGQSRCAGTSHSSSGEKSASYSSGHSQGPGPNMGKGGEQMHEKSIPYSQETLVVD
# XBP1 UPR activ: adaptive UPR (XBP1) activation; CHO-XBP1 luciferase reporter, IRE1-XBP1 UPR activation, luminescence; percent of tunicamycin response, DMSO as zero; activation, % at 20 µM; AID 463104; 330,000 tested, 0.33% active;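 active = versus positive control, 20 µM dose yields 30% or more activation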;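 note: 100% = tunicamycin at 10 µg/mL and 0% = DMSO only wells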
#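 Test system: CHO-XBP1 luciferase reporter cells | Buffer or medium: Serum-containing F12 medium, 10% FBS | Schedule: 6 h compound exposure at 37 °C, 5% CO2 | Detection: Steady-Glo luciferase glow luminescence, 10 min after reagent addition | Read-out basis: Activation, % of tunicamycin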
# CHOP UPR activ: apoptotic UPR (CHOP) activation; CHO-CHOP luciferase reporter, luminescence; percent of tunicamycin response over DMSO baseline; activation, % at 10 µM; 330,000 tested, 0.34% active;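 active = at 10 µM dose, activation of 40% or more, normalized to positive control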;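 note: 100% = tunicamycin at 10 µg/mL and 0% = DMSO alone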
#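 System: CHO-CHOP luciferase reporter cell line; amount: 500 cells/well; buffer or medium: F12 medium containing 10% fetal bovine serum; incubation: 6 h compound exposure at 37 °C after overnight seeding; measured by: luciferase luminescence after 10 min with Steady-Glo reagent; evaluation: % reporter activation, DMSO baseline versus tunicamycin full activation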
# tim23-1 inh: growth inhibitors of tim23-1 mutant yeast. S. cerevisiae tim23-1 growth, BacTiter-Glo luminescence, 24 h. inhibition, % at 20 µM. 330,000 tested, 1.3% active;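 active = growth inhibition of the mutant yeast at or above 50%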;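 note: temperature-sensitive mutant grown at 25 °C; plate controls were DMSO-treated mutant yeast for no effect and medium wells lacking yeast for full effect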
# CXCR6 inh: inhibitors of human CXCR6 receptor; O00574; 360,000 tested, 0.36% active; inhibition, % at 20 µM; CHO-K1 PathHunter CXCR6 beta-arrestin, luminescence; in the data active = inhibition above about 34%, passing the limit was not always enough;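 note: antagonist mode with CXCL16 agonist at 10 nM final; 0% = 10 nM CXCL16 with DMSO and 100% = unstimulated wells without agonist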
# Target sequence (O00574 whole entry, looked up): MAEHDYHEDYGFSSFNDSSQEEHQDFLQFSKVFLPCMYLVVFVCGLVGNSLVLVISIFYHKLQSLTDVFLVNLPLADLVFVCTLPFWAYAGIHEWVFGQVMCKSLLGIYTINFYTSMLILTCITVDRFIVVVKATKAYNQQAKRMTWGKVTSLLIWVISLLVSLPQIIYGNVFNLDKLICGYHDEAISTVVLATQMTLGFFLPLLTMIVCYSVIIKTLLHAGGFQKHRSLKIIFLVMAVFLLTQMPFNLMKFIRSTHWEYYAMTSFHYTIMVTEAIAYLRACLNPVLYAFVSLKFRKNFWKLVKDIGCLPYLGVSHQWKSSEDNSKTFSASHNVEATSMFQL
# TIM10 inh: growth inhibitors of TIM10 yeast strain; S. cerevisiae TIM10 strain growth, BacTiter-Glo luminescence, 24 h; inhibition, % at 10 µM; 330,000 tested, 1.4% active; AID 463195;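 active = inhibition of 40% or more at the single tested concentration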;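 note: wild-type TIM10 isogenic control strain grown at permissive 25 °C; 0% = DMSO yeast wells and 100% = minimal medium wells without yeast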
# APJ ag: agonists of human APJ apelin receptor; P35414; CHO-K1 APJ PathHunter beta-arrestin, luminescence; 0% DMSO wells, 100% apelin; activation, % at 20 µM; 330,000 tested, 0.11% active;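 active = activation more than six SD over the plate average, tested at 20 µM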;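 note: 0% = DMSO alone and 100% = apelin-13 at 10 nM; some results filed as inactive read as strong as hits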
#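 Test system: CHO-K1 APJ beta-arrestin complementation cell line. Amount: cell density 1000 per well. Controls: DMSO negative, 10 nM Apelin-13 positive. Signal: luminescent beta-gal fragment complementation, chemiluminescent substrate. Read-out basis: agonist-driven arrestin binding to APJ. Timing: compound stimulation 90 min at 25 °C, detection 60 min.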
# Mdm2-MdmX inh: inhibitors of human Mdm2/MdmX interaction; SaOS-2 split-luciferase Mdm2/MdmX complementation, luminescence; inhibition, % at 8 µM; O15151+Q00987; 330,000 tested, 3% active;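 active = inhibition of at least 50% at 8 µM in the primary screen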
# tim10-1 inh: tim10-1 yeast growth inhibition; 330,000 tested, 2.2% active; inhibition, % at 20 µM; AID 463190; S. cerevisiae tim10-1 ts strain growth, BacTiter-Glo, 24 h;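 active = inhibition of at least 40%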;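 note: mutant grown at 25 °C; 0% = DMSO wells with yeast and 100% = wells holding no yeast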
# An asterisk follows results filed as active; nt = no result given. This is a subset. The share of hits here may be higher or lower than overall.
SMILES,APJ antagonist,XBP1 UPR activ,CHOP UPR activ,tim23-1 inh,CXCR6 inh,TIM10 inh,APJ ag,Mdm2-MdmX inh,tim10-1 inh
COC(=O)C(C)NC(=O)C1CCCN1C(=O)CNC(=O)OCc1ccccc1 (stereo unspecified),7,-3,-0.9,7,4,17,-3,17,13
CC(=O)NCCc1ccc(S(=O)(=O)Nc2cccnc2)cc1,-12,-4,-1.5,17,-7,2,3,-28,-6
Cc1cccnc1NC(=O)c1ccc(Cl)c(S(=O)(=O)N2CCCC2)c1,21,0,1.7,13,6,4,-2,19,0
O=C(COC(=O)CC(c1ccccc1)c1ccccc1)Nc1ccc(F)c(F)c1,5,1,-2.6,5,nt,31,-4,18,18
COc1ccc(C(=O)OCC(=O)c2ccc(Cl)s2)c(OC)c1OC,9,5,4.4,26,0,6,-1,-1,6
O=C(COc1ccc(S(=O)(=O)N2CCOCC2)cc1Cl)NC1CCCCC1,-5,-2,1.1,16,1,22,5,-22,25
COc1ccc(S(=O)(=O)N(Cc2cc3cc(C)ccc3[nH]c2=O)CC2CCCO2)cc1 (stereo unspecified),-7,3,-2.1,25,2,25,5,6,26
CCCN(CC1CCCO1)C(=O)c1cc(COc2ccc(F)cc2F)on1 (stereo unspecified),7,-7,-0.1,22,5,-15,0,21,16
Cc1occc1-c1n[nH]c(=S)n1-c1ccccc1,-2,0,1.9,2,-16,8,-1,1,6
CCCCN1C(=O)NC(NC(=O)C2CC2)(C(F)(F)F)C1=O (stereo unspecified),12,-1,0.5,13,-1,-3,-3,-29,-2
COc1cc(OC)c(NC(=S)Nc2cccc(C(C)=O)c2)cc1Cl,21,-4,0.6,20,8,5,-4,-12,23
Cn1c(SCc2ccon2)nc2ccccc2c1=O,14,-1,-2.6,0,-7,-11,-6,20,-15
CCOc1ccc(NC(=O)Cc2c(O)c3ccccc3[nH]c2=O)cc1,16,-2,-3.0,-30,-2,-27,-3,-23,-54
Cc1ccc(CCNC(=O)C2CCCN(S(=O)(=O)c3c(C)noc3C)C2)cc1 (stereo unspecified),11,-3,0.1,-3,2,-2,-5,-33,13
CCC1CCCCN1CCCNC(=O)c1ccc(CS(=O)(=O)Cc2ccc(Cl)cc2)o1 (stereo unspecified),6,-2,0.8,-8,10,-12,-1,19,7
O=C(CCN1N=C(c2ccccc2)CCC1=O)NC1CCCC1,8,-2,-0.9,-5,-6,3,1,2,3
C[C@H](CO)N1C[C@H](C)[C@@H](CN(C)S(=O)(=O)c2ccc(F)cc2)Oc2c(NC(=O)Nc3ccc(C(F)(F)F)cc3)cccc2C1=O,4,-1,3.9,29,-2,-5,-1,48,16
Cc1ccccc1NC1c2ccccc2C(=O)N1Cc1ccco1 (stereo unspecified),25,-1,-1.7,10,3,-8,2,21,3
COc1ccccc1OCCNC(=O)/C=C/c1ccc([N+](=O)[O-])cc1,-15,-1,-1.0,6,2,1,-2,-11,4
COc1ccc(C(=O)N2CCCC(Nc3ccc(C)c(C)c3)C2)cc1F (stereo unspecified),12,-2,2.0,31,-1,8,-1,18,12
CCOc1ccccc1N1CCN(C(=O)c2ccc(OCC(=O)N3CCOCC3)c(OC)c2)CC1,-13,-3,-1.1,-23,4,3,1,2,-14
O=C(c1ccc2c(c1)N(Cc1ccc(F)cc1)CCS2)N1CCOCC1,-4,-2,-2.3,27,-9,6,-1,19,27
CCc1nc(SCC(=O)OC)c2c3c(sc2n1)COC(C)(C)C3,1,0,0.5,29,0,6,-2,-12,20
Nc1nonc1-c1nc2ccccc2n1CC(=O)O,2,-2,0.3,6,4,14,-1,6,19
CC(C)NC(=O)N(C)C[C@H]1Oc2ccc(NC(=O)CCC(F)(F)F)cc2C(=O)N([C@H](C)CO)C[C@@H]1C,5,0,-0.2,7,-9,-1,-2,-8,-4
CCOC(=O)c1cc(S(=O)(=O)NC2CCN(C(=O)OCC)CC2)cn1C,-2,1,-2.8,-3,-3,0,-3,12,1
CCCN(CC(=O)Nc1ccccc1C)C(=O)C1CC(=O)N(c2ccc(CC)cc2)C1 (stereo unspecified),-31,2,-1.2,15,0,8,1,1,4
Cc1ccc(NC(=O)CSc2ccc3c(c2)OCCO3)c(O)c1,-23,-3,-0.9,16,-6,13,3,26,15
COc1ccc(Cl)cc1C(=O)NCCc1ccc(S(=O)(=O)NC(=O)NC2CCCCC2)cc1,-5,-7,1.7,-10,-8,10,-1,13,2
Oc1ccc(/C=N/Nc2cc(N3CCOCC3)nc(N3CCOCC3)n2)cc1,1,5,0.3,13,1,4,0,25,10
COc1ccccc1-c1coc2c(CN3CCC(C)CC3)c(O)ccc2c1=O,-4,-6,0.1,6,-7,4,-4,-8,18
O=C(Nc1ccccc1)N1CCSc2ccccc21,18,0,-0.2,-3,-1,11,-2,14,13
CCc1nc2cc(CC(=O)O)ccc2o1,11,-3,0.8,11,0,-21,3,16,-3
CCCCCCSc1ccc([C@@H]2[C@H]3C(=O)N(CC)C(=O)[C@H]3[C@]3(C(=O)OC)CCCCN23)cc1,11,0,0.0,2,7,2,-5,30,5
C[n+]1c(/C=C/c2ccc3c(c2)OCO3)ccc2ccccc21,1,-7,-0.7,1,9,32,-2,48,3
O=C(Cc1ccc(Cl)cc1)Nc1ccc(S(=O)(=O)Nc2ncccn2)cc1,7,-3,0.4,3,5,-4,0,10,2
Cc1cc[n+](CC(=O)c2cccs2)cc1,9,1,0.0,11,-5,7,2,-1,10
Cc1cc(C)c(S(=O)(=O)NCC(=O)NCc2ccccn2)c(C)c1,4,1,1.3,6,9,11,-4,6,9
Cc1c(Nc2nc3ccccc3nc2NS(=O)(=O)c2cccs2)c(=O)n(-c2ccccc2)n1C,16,-1,-2.6,11,-2,12,-3,9,10
COc1ccc(CCC(=O)Nc2ccc(-c3noc(-c4ccc(OC)c(OC)c4)n3)cc2)cc1,-7,25,19,10,-5,3,-6,11,14
Cc1csc(NC(=O)Cc2nn(C)c(=O)c3ccccc23)n1,-3,-2,4.3,6,-10,-20,3,21,-10
CCN(CC(=O)Nc1ccc(N2CCOCC2)cc1)Cc1nc2ccccc2c(=O)[nH]1,19,1,-0.3,15,-1,1,2,3,0
Cc1cc(=O)n2ncnc2n1COCCO,13,-4,-2.0,15,-2,7,0,3,21
O=C(CCN1C(=O)COc2ccccc21)N1CCN(c2ccccn2)CC1,4,-3,-2.2,-3,-2,2,-3,27,4
CC(=O)c1c(C)nc(Nc2nc3ccccc3s2)nc1C,8,1,3.2,10,6,-4,2,-87,4
O=C(C[C@@H]1C/C=C\C[C@@H](Cc2ccc(F)cc2)C(=O)OC[C@@H](Cc2ccccc2)NC1=O)N[C@H](CO)Cc1ccccc1,0,0,-0.1,-19,-13,-6,-4,80*,5
C=CCN(c1ccc(C(N)=O)cc1)S(C)(=O)=O,-5,-3,-2.2,1,9,0,-3,-2,-6
S=C(NCc1ccco1)NCC(c1ccco1)N1CCCCC1 (stereo unspecified),3,-5,-0.9,-3,7,1,-3,18,-1
CCN(CC)S(=O)(=O)c1ccc(C(=O)OCCN2C(=O)CCC2=O)cc1,2,2,1.1,24,-7,9,-5,-12,15
Cc1cc(=O)[nH]c(NN=C2C3CC4CC(C3)CC2C4)n1,-11,4,-1.3,-5,3,1,-2,10,-5
# Further structures follow:
SMILES,APJ antagonist,XBP1 UPR activ,CHOP UPR activ,tim23-1 inh,CXCR6 inh,TIM10 inh,APJ ag,Mdm2-MdmX inh,tim10-1 inh
O=C(c1ccco1)N1CCN(c2ccc(Cl)c(Cl)c2)CC1,7,-2,5.5,28,-4,3,-2,-101,7
O=[N+]([O-])c1ccc(O)c(Nc2c([N+](=O)[O-])ccc3nonc23)c1,28,-6,-1.9,14,31,10,-6,26,16
CC(C)(C)C(=O)c1sc(Nc2ccccc2)nc1N,10,5,2.1,53*,9,6,-7,-138,-34
COc1cccc2c1c(NC(=O)Nc1ccc(F)cc1F)nn2C,28,5,0.5,10,0,13,-2,26,0
CCCn1nc2cc(C(=O)NCc3ccc(C)cc3)ccc2c1OC,-1,1,-1.1,-5,-14,-5,9,0,-15
O=C1CCC(C(=O)N2CCCC2)CN1Cc1cccc(C(F)(F)F)c1 (stereo unspecified),11,-9,0.5,14,-3,4,2,1,-2
Cc1cc(OCC(=O)NC2CC2)c2c(C)cc(=O)oc2c1,-20,1,-1.3,2,-4,3,-3,20,-7
NS(=O)(=O)c1ccc(CNc2nc(-c3cccnc3)nc3ccccc23)cc1,6,8,1.4,8,12,-10,3,10,-5
CC(NS(=O)(=O)c1ccc(F)cc1)C(=O)Nc1ccc2c(c1)OCCO2 (stereo unspecified),10,-6,0.7,2,-1,-3,-3,-3,8
O=C(NCc1ccccn1)C(=O)Nc1cccc2ccccc12,14,3,-0.5,9,-8,0,-4,14,2
O=C(OCC#CCSc1nnc(-c2cccc3ccccc23)o1)c1ccco1,-14,2,-1.8,30,5,31,-2,10,19
NC(=O)c1ccccc1OCc1nnc(-c2ccccc2Br)o1,12,7,3.6,10,1,18,-5,-15,-29
CCOc1ncccc1C(=O)OCC(=O)c1ccc(Cl)s1,0,1,0.2,-13,-4,-4,-7,-11,18
CC(Oc1ccccc1Cl)C(=O)N(Cc1cccs1)C1CCS(=O)(=O)C1 (stereo unspecified),-8,-2,0.8,19,-1,9,-3,-28,18
CCN(CC)C(=O)C1CCN(Cc2ccc(OCc3ccccc3)cc2)CC1,12,1,0.7,-2,14,-12,-1,-10,-14
COc1ccc(OCc2nnc(NC(=O)Nc3ccc(F)cc3)s2)cc1,-5,-2,-1.0,-10,-8,-10,-2,40,23
CCC1CCCCN1CCCNC(=O)C1CCN(S(=O)(=O)N2CCC3(CC2)OCCO3)CC1 (stereo unspecified),4,2,1.9,8,2,9,-5,-5,23
Cc1ccc(C2CC(C(F)(F)F)n3nc(C(=O)NCCN4CCOCC4)cc3N2)cc1 (stereo unspecified),2,-2,-0.6,18,1,3,12,-20,3
CCN(CC)S(=O)(=O)c1ccc(N2CCOCC2)c(NC(=O)c2cc([N+](=O)[O-])ccc2Cl)c1,-23,-3,-0.4,2,-13,2,2,42,-3
CCC1Oc2ccccc2N(CC(=O)NCCCN2CCCCC2C)C1=O (stereo unspecified),18,7,-1.2,-6,6,-16,-3,5,-10
CCOc1ccc(-c2nc(N)ncc2-c2ccc(OC)cc2)c(O)c1,-11,-3,-0.6,23,-1,7,1,39,-9
COC(=O)/C=C(\C)NC(=O)c1ccc(F)cc1,11,-3,1.3,10,9,6,-2,24,15

# Only tim23-1 inh and CHOP UPR activ, for 3 of the compounds above:
smiles | tim23-1 inh | CHOP UPR activ
O=C(OCC#CCSc1nnc(-c2cccc3ccccc23)o1)c1ccco1 | 30 | -1.8
NC(=O)c1ccccc1OCc1nnc(-c2ccccc2Br)o1 | 10 | 3.6
CCOc1ncccc1C(=O)OCC(=O)c1ccc(Cl)s1 | -13 | 0.2
